West Nile antiviral: West Nile virus antiviral activity, cell-based, CPE readout (AID 1621). West Nile virus-infected cells, CPE inhibition; higher % means a stronger effect. CPE inhibition, % at 10 µM, or IC50 in µM where a hit was titrated. 290,000 compounds, 0.02% hits; in the data active = a potency from the dose series; inconclusive = CPE inhibition mostly from about 3.7% at the one dose, without a potency; inactive = the rest, 99 in 100 with CPE inhibition below about 2.2%; also: strong numbers were not always called active
GPR35 arrestin U2OS: GPR35 antagonists blocking zaprinast-driven arrestin recruitment, primary screen, imaging, U2OS, beta-arrestin-GFP, zaprinast agonist (AID 2058); U2OS GPR35 beta-arrestin-GFP translocation imaging, zaprinast antagonism; higher % means a stronger effect; inhibition, % at 10 µM; hits with a dose series show IC50 in µM; 290,000 compounds, 0.052% hits;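 active = inhibition of at least 50% with at least 30 cells and total cytoplasm GFP at most 10,000,000; inconclusive = under 30 cells or total GFP of 10,000,000 plus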
LYP inhibition: PTPN22 lymphoid phosphatase activity blockers – biochemical, fluorescence intensity, uHTS (AID 1779); recombinant LYP phosphatase, fluorescence intensity; higher % means a stronger effect; inhibition, % at 11.5 µM; hits with a dose series show IC50 in µM; 290,000 compounds, 0.054% hits; in the data active = inhibition above about 50%;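 also: plate controls were vehicle with enzyme for no effect and no enzyme for full effect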
CSM14.1 death rescue: protection against thapsigargin-triggered cell killing – 384-well, CSM14.1, ATP luminescence, primary screen (AID 1222). CSM14.1 thapsigargin-induced death rescue, ATP luminescence; higher % means a stronger effect. cellular ATP content (survival), % at 20 µM; hits with a dose series show EC50 in µM. 190,000 tested, under 10 active;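 active = EC50 below 50 µM in the dose-response confirmation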;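 also: death triggered by thapsigargin at about 15 µM added after 2 h compound pretreatment; cell ATP read after overnight thapsigargin exposure of roughly 18 to 22 hours; normalized against plate controls of thapsigargin alone and 5% DMSO vehicle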
NS5 inhibitors: Dengue-2 NS5 methyltransferase inhibitors, primary screen, biochemical, confirmation dose response (AID 588689) | 340,000 compounds, 0.3% hits | one-dose inhibition, % at 25 µM; IC50 in µM for titrated hits | Dengue-2 NS5 methyltransferase capping enzyme assay, biochemical; higher % means a stronger effect; in the data active = a potency from the dose series; inconclusive = inhibition above about 29% without an active follow-up result
Salmonella PhoP GFP: inhibitors of PhoP regulon expression, primary screen, Salmonella Typhimurium, GFP reporter (AID 1863). 300,000 compounds, 0.16% hits. S. Typhimurium PhoP-regulated promoter GFP reporter, 4 h; higher % means a stronger effect. one-dose inhibition, % at 50 µM; IC50 in µM for titrated hits;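 active = inhibition over 29.93%, a cutoff 3 SD above the screen mean, later confirmed by dose response; inconclusive = inhibition over 29.93% but no dose response follow-up; inactive = inhibition at most 29.93% or unconfirmed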;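 also: 0% = low Mg2+ inducing control and 100% = high Mg2+ repressing control; strong numbers were not always called active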
RSV CPE inhibition: inhibition of RSV-induced cytopathic effect – HEp-2 cells, primary 10 µM value included (AID 2391); HEp-2 cells, RSV-induced CPE inhibition; higher % means a stronger effect; one-dose CPE inhibition, % at 10 µM; IC50 in µM for titrated hits; 310,000 compounds, 0.13% hits; in the data active = a potency from the dose series; inconclusive = CPE inhibition mostly from about 23% at the one dose, without a potency; inactive = the rest, 99 in 100 with CPE inhibition below about 21%; also: strong numbers were not always called active
Rac1 GTP hydrolysis: MgcRacGAP GTPase-activating activity inhibitors, confirmation, biochemical, ADP Hunter fluorescence; MgcRacGAP-stimulated Rac1 GTP hydrolysis, ADP Hunter fluorescence; higher % means a stronger effect; GST-tagged Rac1 F28L mutant substrate; inhibition, % at 30 µM; hits with a dose series show IC50 in µM; 340,000 compounds, 0.6% hits; AID 624330;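 active = first-screen hits whose inhibition reached a set limit at any dose in the follow-up dose series; inconclusive = inhibition above the set first-screen limit but never retested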;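 also: fluorescence reports GDP produced by GAP-driven GTP hydrolysis; strong numbers were not always called active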
Large T inhibition: SV40 large T antigen inhibitors, biochemical (AID 1903); one-dose inhibition, % at 20 µM; IC50 in µM for titrated hits; SV40 large T antigen ATPase/helicase inhibition assay; higher % means a stronger effect; 310,000 compounds, 0.39% hits; in the data active = a potency from the dose series; inconclusive = inhibition mostly from about 32% at the one dose, without a potency; inactive = the rest, 99 in 100 with inhibition below about 32%; also: strong numbers were not always called active
NS5 inhibitors pilot replicate: recorded beside NS5 inhibitors, whose call it bears; inhibition, %; measured here: pilot screen replicate inhibition
Starred values were filed as active, the others as inactive; ? = inconclusive; / = no result given.

SMILES	West Nile antiviral	GPR35 arrestin U2OS	LYP inhibition	CSM14.1 death rescue	NS5 inhibitors	Salmonella PhoP GFP	RSV CPE inhibition	Rac1 GTP hydrolysis	Large T inhibition	others
Cn1c(=O)c2c(ncn2Cc2cccc(Cl)c2)n(C)c1=O	-0.8%	-4%	-2%	-2.7%	-1%	-12%	3.1%	9%	4%
CC(C)(C)c1ccc(C(=O)NCCCNC(=O)c2ccccn2)cc1	-0.8%	28%	-5%	/	4%	6%	0.6%	3%	-1%
Cc1nn(C(C)C)c(C)c1CN1CCN(Cc2ccsc2)C(CCO)C1 (stereo not drawn)	-0.3%	59%	-10%	-1.2%	3%	9%	1.1%	11%	6%
COc1ccc(C(=O)CCC(=O)Nc2cccnc2)cc1OC	-0.2%	3%	-6%	/	-8%	4%	0.5%	8%	0%
COC(=O)Cn1cnc2c(nnn2-c2ccc(F)cc2)c1=O	-0.4%	-19%	-9%	/	0%	/	2.6%	8%	7%
CN(C)C1(CNC(=O)CC(NC(=O)c2ccccc2Cl)c2ccccc2)CCCCC1 (stereo not drawn)	0.0%	5%	-13%	/	-8%	7%	-1.2%	4%	28%
CC(=O)N1CCC2(CC1)C(C#N)=C(N)Oc1c2sc2nc(C)cc(C)c12	0.5%	18%	-2%	-1.4%	-3%	-8%	1.4%	2%	15%
Cc1noc(C)c1COC(=O)c1cnc(Cl)c(Cl)c1	-0.7%	11%	-6%	-2.0%	0%	-4%	0.5%	-2%	5%
COc1ccc(C(=O)Nc2ccc(C(=O)N3CCC(C)CC3)cc2)cc1OC	-0.7%	6%	-7%	/	4%	2%	3.0%	11%	8%
CC1CCN(C(=O)Cn2c(=O)n(Cc3ccco3)c(=O)c3sccc32)CC1	-0.5%	-1%	-9%	/	-2%	-1%	0.5%	3%	1%
CC(=O)N1CCCc2cc(S(=O)(=O)N(CC(C)C)CC(C)C)ccc21	-0.3%	-11%	9%	0.7%	-14%	-3%	6.8%	3%	16%
COc1ccccc1CCN=C(N)NS(=O)(=O)c1ccc(C)c(C)c1	-0.7%	53%	-9%	/	-9%	-4%	5.0%	8%	25%
O=C(CN1CCCCCC1)Nc1ccc([N+](=O)[O-])cc1Cl	-0.5%	9%	-7%	/	0%	8%	1.9%	13%	5%
CC(C)=NNc1nc(-c2ccc(N3C(=O)CCC3=O)cc2)cs1	0.1%	10%	-9%	/	-12%	-10%	0.3%	-2%	?
Cc1cc(NC(=O)c2ccccc2)ccc1NC(=O)Cc1ccccc1	-0.6%	6%	-12%	/	-6%	0%	4.0%	3%	3%
CCCCCCCSc1nnc(-c2ccccc2N)c(=O)[nH]1	-1.3%	12%	-5%	8.0%	-4%	-11%	-0.6%	-1%	34%
O=C(CN(C(=O)CNS(=O)(=O)c1ccc(F)cc1)c1ccccc1)NCc1ccco1	0.4%	-4%	-1%	/	-6%	11%	3.0%	5%	10%
CN1C[C@@H]2C(c3ccc(Cl)nc3)C3(c4ccc(C#N)cc4)CC2(C3)[C@H]1c1ccccc1 (stereo partly drawn)	-0.6%	-17%	-12%	/	-1%	2%	-2.7%	6%	6%
CCCCCn1c(=NC(=O)c2cccnc2)c(C#N)cc2c(=O)n3cccc(C)c3nc21	/	/	/	/	24%	/	-0.3%	13%	12%
CC1CCCN(CCOc2cccc(Oc3ccccc3)c2)C1 (stereo not drawn)	-1.4%	-6%	-5%	/	-5%	-5%	-0.3%	31%	6%
CCn1cc(S(=O)(=O)c2ccc(OC)cc2)c(=O)c2cc(OC)ccc21	-0.6%	1%	-14%	/	-5%	7%	0.0%	7%	3%
CC(C)OC(=O)CCC(=O)Nc1ccc(F)cc1	1.1%	-13%	-5%	-2.2%	-4%	2%	5.7%	2%	23%
O=C(C1CCCN(S(=O)(=O)c2cccc3nsnc23)C1)N1CCN(c2ccccn2)CC1 (stereo not drawn)	-0.1%	-2%	-3%	-1.2%	-4%	4%	14%	9%	9%
C=CCn1c(=O)[nH]c2cc(C(=O)N3CCN(c4cccc(Cl)c4)CC3)ccc2c1=O	/	-5%	-6%	-1.1%	7%	4%	18%	0%	9%	NS5 inhibitors pilot replicate=2.1
O=C(/C=C/c1cccc([N+](=O)[O-])c1)n1cnc2ccccc21	?	-23%	-2%	7.3%	/	-7%	/	/	8%
O=C(NN1C(=O)c2ccccc2NC12CCCCC2)c1ccccc1	-0.8%	-14%	-9%	0.9%	-9%	-6%	-0.7%	10%	1%
N#Cc1cc(-c2ccccc2)nc(Oc2ccccc2)n1	2.9%	-3%	4%	2.1%	-6%	-10%	12%	3%	1%
COc1ccccc1CNC(=O)c1ccc(CS(=O)(=O)c2ccccc2)o1	-0.6%	-2%	0%	/	-8%	/	-0.8%	5%	/
Cc1ccccc1-c1nnc(SCc2ccccc2F)o1	-0.3%	8%	-5%	-1.9%	-2%	4%	2.1%	9%	9%
COc1ccccc1N1CCN(S(=O)(=O)c2ccc(Cl)cc2)CC1	-1.2%	16%	-5%	/	-8%	-4%	2.9%	9%	14%
NS(=O)(=O)c1ccc(CNC(=O)c2ccncc2)cc1	-0.8%	-10%	-7%	/	-5%	-7%	1.3%	3%	12%
CN1CCN(CCC(=O)Nc2ccc3c(c2)OCO3)CC1	-0.1%	-2%	-2%	-1.8%	2%	7%	-0.3%	10%	19%
CC(C)(C)NC(=O)Nc1nnc(SCC(=O)NC2CCCCC2)s1	/	/	/	/	4%	0%	-0.1%	6%	18%
COc1cccc(-c2nnn(C/C(N)=N/O)n2)c1	/	-4%	-7%	-3.1%	2%	22%	1.1%	2%	1%
O=C(CCCc1c[nH]c2ccccc12)NCc1ccccc1C(F)(F)F	-1.1%	-8%	-7%	/	0%	12%	4.7%	1%	5%
COC(=O)c1ccc(C(=O)Nc2ccc(N)cc2N)cc1	0.4%	9%	0%	-0.1%	-6%	0%	0.4%	28%	12%
C=CCC(O)(CCN1CCCCC1)c1ccccc1 (stereo not drawn)	-0.2%	10%	-7%	-1.6%	-5%	-6%	0.8%	7%	10%
CCN(C(=O)c1cc2cc3ccc(C)cc3nc2o1)c1ccc(OC)cc1	0.0%	-13%	7%	-2.7%	-3%	-8%	33µM*	12%	0%
COc1ccc(NC(=O)CN2C(=O)N(C)Cc3ccccc32)c(C)c1	0.0%	2%	-5%	-0.9%	-9%	6%	1.3%	8%	-1%
O=C(C#Cc1ccccc1)NCc1ccccc1F	0.2%	27%	-5%	/	-20%	5%	0.8%	-8%	7%
COc1ccc(N2Cc3ccccc3C2=NC(=O)c2cccc([N+](=O)[O-])c2)cc1	-0.1%	-17%	-2%	-2.9%	1%	19%	1.2%	4%	6%
NCCC(=O)NCCc1cnc[nH]1	/	/	/	/	1%	-2%	0.8%	0%	21%
O=C(O)COc1ccccc1/C=N/n1c(C2CCCCC2)n[nH]c1=S	-0.4%	8%	-2%	/	3%	8%	1.0%	13%	3%
CCCC(=O)N1CCN(c2ccc(NC(=O)c3ccc(Br)o3)cc2)CC1	0.7%	11%	2%	-0.6%	-7%	-3%	0.8%	10%	7%
CCNS(=O)(=O)c1ccc(NC(=O)Nc2cccc(OC)c2)cc1	-1.3%	-11%	5%	-1.6%	-2%	7%	3.7%	5%	7%
Cc1cc(C)nc(NS(=O)(=O)c2ccc(NC(=O)c3cccs3)cc2)n1	0.1%	9%	-5%	2.2%	0%	-1%	0.7%	4%	1%
CCN(Cc1ccccc1)S(=O)(=O)c1ccc(OC)c2ncccc12	-0.9%	-2%	-3%	/	-5%	7%	10%	7%	11%
CC(CCOS(N)(=O)=O)c1ccccc1 (stereo not drawn)	-0.7%	1%	-13%	/	-10%	/	-1.5%	10%	7%
N/C(=N\c1nc2ccccc2o1)NC(=O)c1cccc(Br)c1	-0.2%	-11%	1%	/	/	-5%	/	/	8%
CC(C)=NOc1nc(N(C)C)nc(N2CCOCC2)n1	0.5%	7%	-6%	/	/	0%	2.8%	/	7%
Fc1ccc(-n2cc(CNCCc3cccnc3)c(-c3ccccc3Cl)n2)cc1	-2.3%	11%	-6%	0.4%	-4%	-7%	-0.6%	6%	13%
COC(C/C=C/[C@@H](O)[C@H](C)OCc1ccccc1)OC	-0.2%	/	/	/	-7%	/	1.3%	8%	7%
COc1ccc(CC(=O)OC(C)C(=O)NCc2ccc3c(c2)OCO3)cc1OC (stereo not drawn)	/	/	/	/	-2%	-6%	0.6%	3%	9%
Clc1c(CSc2nc3ccccc3o2)nc2ccccn12	/	9%	-11%	-2.4%	-3%	10%	11%	9%	3%
O=C(NCc1ccccn1)c1ccc2ccccc2n1	0.3%	-3%	-4%	/	0%	4%	2.3%	10%	4%
N#CC1=C(N)OC2=C(CC/C2=C\c2ccc(F)cc2)C1c1ccc(F)cc1 (stereo not drawn)	-0.9%	30%	-4%	-4.0%	/	12%	47%	/	13%
Cc1nc(N2CCOCC2)nc(N2CCC(C)CC2)c1[N+](=O)[O-]	-0.8%	4%	-6%	/	1%	-2%	/	13%	4%
COc1ccc(N2CCN(S(=O)(=O)CCNC(=O)c3cccs3)CC2)cc1	/	/	/	/	-5%	-6%	2.1%	10%	9%
CC(C)OC(=O)CN1CCN(c2ccc(Cl)cc2)CC1	/	-8%	3%	0.3%	-6%	8%	4.2%	5%	2%
CCOC(=O)c1c(C)c(C(=O)NCc2cccs2)c(C)n1CC	-0.8%	3%	-8%	-2.0%	-1%	5%	1.1%	10%	3%
Following part.
SMILES	West Nile antiviral	GPR35 arrestin U2OS	LYP inhibition	CSM14.1 death rescue	NS5 inhibitors	Salmonella PhoP GFP	RSV CPE inhibition	Rac1 GTP hydrolysis	Large T inhibition	others
COc1ccc(C2CC(=O)C(CS(=O)(=O)c3ccccc3)C(=O)C2)cc1 (stereo not drawn)	0.3%	24%	-4%	-12%	/	6%	-0.6%	/	30%
CCOC(=O)c1c(C)nc2sc3c(c2c1-c1ccc(OC)cc1)NC(c1ccccc1)NC3=O (stereo not drawn)	0.3%	6%	10%	0.0%	2%	-3%	0.2%	10%	6%
Cc1cc(C(=O)NCc2ccccc2F)cs1	-0.1%	8%	-3%	-1.8%	1%	2%	0.1%	5%	2%
Cc1nn(CC(=O)Nc2ccc(C#N)cc2)c(C)c1[N+](=O)[O-]	0.1%	-1%	2%	-0.3%	-3%	-6%	0.3%	5%	4%
